CYP2C9 activ – CYP2C9 (human) activation | P11712 | recombinant CYP2C9, luciferin-H conversion, luminescence; hits give high values; factor 1 = untreated enzyme, 0 = blocked | activation factor at 5 µM | hit rate 1.4% among 96,000 | AID 1024;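 active = activation factor of 2 or more for CYP2C9 at a 5 µM dose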;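 note: 0 = sulfaphenazole-blocked wells and 1 = vehicle-only wells; values of inactives mirror those of a sister screen read the other way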
Target sequence (P11712 whole entry, looked up): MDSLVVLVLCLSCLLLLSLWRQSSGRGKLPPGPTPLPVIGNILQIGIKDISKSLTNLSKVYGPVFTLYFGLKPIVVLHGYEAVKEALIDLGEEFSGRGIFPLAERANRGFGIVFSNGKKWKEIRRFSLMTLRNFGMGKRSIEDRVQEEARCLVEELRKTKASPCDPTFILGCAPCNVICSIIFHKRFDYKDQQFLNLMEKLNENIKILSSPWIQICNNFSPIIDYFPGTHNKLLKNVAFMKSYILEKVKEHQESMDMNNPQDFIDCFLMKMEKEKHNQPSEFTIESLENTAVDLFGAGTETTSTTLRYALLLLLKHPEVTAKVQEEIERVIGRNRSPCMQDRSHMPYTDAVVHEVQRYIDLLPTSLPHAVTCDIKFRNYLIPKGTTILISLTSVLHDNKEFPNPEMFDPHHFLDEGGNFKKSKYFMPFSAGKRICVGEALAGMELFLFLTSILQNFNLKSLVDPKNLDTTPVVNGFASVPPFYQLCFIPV
CYP2C19 inh – inhibitors of human CYP2C19. CYP2C19 Supersomes, luciferin-H EGE luminescence, 30 min. hit rate 21% among 96,000. P33261. inhibition, % at 5 µM;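 active = CYP2C19 inhibition above a set limit at 5 µM in the primary screen, cut at about 50% in these data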;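 note: plate controls were negative control wells for no effect and 2.5 mM tranylcypromine positive control for full effect; values of inactives mirror those of a sister screen read the other way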
Target sequence (P33261 whole entry, looked up): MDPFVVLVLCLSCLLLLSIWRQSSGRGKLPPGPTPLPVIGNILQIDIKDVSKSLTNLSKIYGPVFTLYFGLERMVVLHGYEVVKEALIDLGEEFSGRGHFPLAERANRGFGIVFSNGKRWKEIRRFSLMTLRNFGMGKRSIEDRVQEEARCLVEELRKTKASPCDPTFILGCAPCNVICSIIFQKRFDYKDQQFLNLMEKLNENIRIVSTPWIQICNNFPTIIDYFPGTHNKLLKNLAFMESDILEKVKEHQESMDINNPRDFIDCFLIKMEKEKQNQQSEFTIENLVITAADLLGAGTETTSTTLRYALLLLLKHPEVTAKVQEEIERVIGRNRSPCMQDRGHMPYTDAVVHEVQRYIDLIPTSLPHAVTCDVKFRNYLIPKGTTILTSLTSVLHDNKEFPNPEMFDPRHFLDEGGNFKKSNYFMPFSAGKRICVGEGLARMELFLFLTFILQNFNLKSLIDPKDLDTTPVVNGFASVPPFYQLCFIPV
Candida biofilm – kills Candida albicans biofilms | C. albicans biofilm + clotrimazole, Alamar Blue | inhibition, % at 6 µM | hit rate 0.14% among 85,000;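 active = inhibition above 20%; inactive = inhibition below 20%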;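 note: preformed 24 hr biofilms exposed to compound for 48 hr; 0% = biofilm without compound and 100% = blank killed by clotrimazole plus chlorhexidine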
hDAT+cocaine – modulates human dopamine transporter uptake under cocaine | LLC-PK1 hDAT cells, [14C]-dopamine uptake with cocaine IC80; actives deviate in either direction | B-score at 10 µM | hit rate 1.3% among 110,000 | AID 449768;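 active = Z score or B-score, a plate-position-corrected score, falls beyond the plate's 99.7% confidence bounds, in either direction; inactive = both scores lie inside the 99.7% bounds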;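 note: scored against the spread of the other compound wells on the same plate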
TNFa cytotox – toxic to HUVEC cells under TNF alpha stimulation | HUVEC TNFalpha-stimulated, Hoechst cell count, imaging | hit rate 0.17% among 93,000 | cell count reduction, % at 2 µM;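 active = cell count reduction exceeding the screen mean by over 5 SD, scaled to untreated wells per plate, cut at about 78% in these data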;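 note: cells counted after 24 h of TNF alpha exposure following the 1 h pretreatment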
CYP2C9 inh – blocks human cytochrome P450 2C9 | P11712 | CYP2C9 Supersomes, luciferin-H conversion, luminescence | hit rate 20% among 96,000 | inhibition, % at 5 µM | AID 777;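 active = blocking of liver enzyme CYP2C9 beyond about 50% at 5 µM, limit read from the data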; note: values of inactives mirror those of a sister screen read the other way
CYP2C19 activ – activators of human cytochrome P450 2C19. AID 1025. activation factor at 5 µM. recombinant CYP2C19, luciferin-H EGE luminescence; hits give high values; 0 = fully inhibited enzyme, 1 = untreated enzyme. 96,000 tested, under 10 active;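 active = activation factor of at least 2 at 5 µM in the primary screen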;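 note: 0 = wells with 2.5 mM tranylcypromine and 1 = vehicle-only wells; values of inactives mirror those of a sister screen read the other way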
VCAM1 TNFa inh – reduces TNF alpha induced VCAM1 expression in HUVEC. AID 802. HUVEC TNFa-induced VCAM-1 immunofluorescence, high-content imaging. hit rate 0.48% among 95,000. inhibition, % at 2 µM;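 active = inhibition above the batch mean plus 3 SD, with images confirmed as a hit by eye, cut at about 37% in these data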;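 note: 0% = TNF-stimulated DMSO wells and 100% = unstimulated control wells; not every result past the cut was called active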
IL1B cytotox – HUVEC cytotoxicity counter-screen, IL-1B stimulated; hit rate 0.41% among 94,000; cell count reduction, % at 2 µM; HUVEC cell count loss, Hoechst imaging;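 active = cell count reduction more than 3 SD above the screen-wide mean, cut at about 70% in these data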;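 note: normalized per plate to untreated control cells as the no-loss baseline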
Numbers without * were called inactive; . = not tested or not shown.

Value order – CYP2C9 activ	CYP2C19 inh	Candida biofilm	hDAT+cocaine	TNFa cytotox	CYP2C9 inh	CYP2C19 activ	VCAM1 TNFa inh	IL1B cytotox
1	Cc1cc(C)n(C(=O)Cc2cn3ccsc3n2)n1
 : 1	16.4	5.2	-1.49	28.0	4.8	0.8	-0.9	10.7
2	COc1ccc(/C=C/C(=O)NC(C)C)cc1Br
 : 1.4	12.0	.	0.899	-7.7	-37.8	0.9	2.9	1.8
3	O=C1C2N=NN(CC(=O)N3N=C(c4cccc5ccccc45)CC3c3ccccc3)C2C(=O)N1c1ccccc1 (stereo unspecified)
 : .	.	7.7	-0.461	-45.6	.	.	14.2	-10.3
4	CCOc1ccc(C(c2nnnn2Cc2ccccc2)N2CCN(C(=O)c3ccco3)CC2)cc1 (stereo unspecified)
 : .	.	-9.1	0.363	-10.2	.	.	5.7	-3.9
5	Nc1cc(Cl)ccc1N1CCOCC1
 : 0.9	26.0	0.8	0.575	3.2	9.3	0.7	-13.6	-17.7
6	COC(=O)C1=C(C)N=C2SC(C)C(=O)N2C1c1cccs1 (stereo unspecified)
 : 0.9	29.7	-0.6	1.2	-18.4	10.6	0.7	-3.6	-11.5
7	COc1ccc(C(c2nnnn2CS(=O)(=O)c2ccc(C)cc2)N2CCN(Cc3ccccc3)CC2)cc1 (stereo unspecified)
 : .	.	3.5	0.738	-7.8	.	.	20.7	-31.2
8	CCC(C)(C(=O)NC1CCCCC1)N(C(=O)C1CCC(=O)N1)c1ccc(C)cc1 (stereo unspecified)
 : 1.2	-14.7	-3.6	0.692	.	-20.5	1.1	.	.
9	CCOC(=O)N1CCC(NC(=O)c2sc(-n3cccc3)nc2C)CC1
 : 1.7	0.3	4.2	0.572	-18.5	-68.8	1	8.4	10.9
10	NC(=O)C1CCN(CC(=O)N2c3ccccc3CCc3ccccc32)CC1
 : 1.2	-15.8	7.0	-0.932	.	-16.9	1.2	-4.6	-29.4
11	COC(=O)c1ccc(CNC(=O)/C=C/c2cc([N+](=O)[O-])ccc2OC(F)F)cc1
 : 1	10.8	.	-0.149	-10.3	1.2	0.9	-13.7	-11.5
12	O=c1c2c3c(sc2n2cnnc2n1Cc1ccccc1)CN(Cc1ccccc1)CC3
 : 0.3	65.7*	6.8	0.593	-1.0	74.1*	0.3	-30.9	1.7
13	CCCOc1ccc(C(=O)c2nc3c(n2O)CCCC3)cc1
 : 0.8	5.5	.	1.49	8.0	24.1	0.9	-6.7	-12.5
14	O=C(O)c1ccc(OCC(O)Cn2cnc3ccccc32)cc1 (stereo unspecified)
 : 1.1	-8.6	0.7	-1.12	-2.8	-10.6	1.1	8.8	23.7
15	CCN1CCN(c2nc(-c3ccccn3)nc3ccccc23)CC1
 : 0.8	9.4	3.9	-0.0718	-6.0	15.8	0.9	6.5	-18.4

Looked up above.
For CYP2C19 activ, entry 13 shows 0.9
For IL1B cytotox, entry 7 shows -31.2

Next records follow:
Value order – CYP2C9 activ	CYP2C19 inh	Candida biofilm	hDAT+cocaine	TNFa cytotox	CYP2C9 inh	CYP2C19 activ	VCAM1 TNFa inh	IL1B cytotox
16	CCOc1ccccc1COC(=O)c1cccc(-n2cnnn2)c1
 : 1.8	46.3	8.1	-0.955	-5.7	-76.0	0.5	12.0	2.7
17	C=CCn1c(Sc2nncn2C)nc2c1c(=O)[nH]c(=O)n2C
 : .	.	5.9	0.158	-16.6	.	.	-6.3	0.4
18	CC1=C(C#N)C(=O)N(C)C(C)(C)C1
 : 0.9	-2.7	7.1	-1.44	4.8	11.8	1	1.3	1.1
19	O=S(=O)(NCc1cn2ccsc2n1)c1cccs1
 : 0.8	24.8	4.0	-0.592	1.3	22.7	0.8	-22.9	5.0
20	O=C(C1CCCN(S(=O)(=O)c2ccc(Br)s2)C1)N1CCCCCC1 (stereo unspecified)
 : 0.9	63.4*	9.2	-0.0304	-4.0	12.0	0.4	14.4	-2.9
21	Cc1nc(C)c(-c2csc(Nc3cccnc3)n2)s1
 : 0.8	25.6	1.7	2.19	-10.8	20.3	0.7	4.1	-23.2
22	N#CCSc1nc2ccccc2c(=O)n1-c1ccccc1
 : 0.7	13.3	4.6	0.376	-11.8	30.4	0.9	0.1	-2.5
23	O=C(Nc1ccc(N2CCOCC2)cc1)c1ccncc1
 : .	.	2.0	-0.225	7.1	.	.	22.0	-17.0
24	O=C(C1c2ccccc2Oc2ccccc21)N1CCN(c2ccc(Cl)cc2)CC1
 : 0.2	94.0*	-1.5	.	.	84.7*	0.1	-18.1	-10.1
25	CCOC(=O)c1cccc(NC(=O)C2CCCN(S(=O)(=O)c3cnc[nH]3)C2)c1 (stereo unspecified)
 : 0	58.5*	5.0	0.152	-14.4	95.6*	0.4	19.6	0.3
26	Clc1ccccc1-c1ccc(CN2CCN(c3ccccc3)CC2)o1
 : 0.4	74.3*	2.0	.	-3.9	64.4*	0.3	8.2	7.6
27	CCC(=O)c1ccc(OCC(O)CN2CC(C)OC(C)C2)cc1 (stereo unspecified)
 : 0.8	39.4	3.1	-0.332	-14.2	18.3	0.6	-0.8	0.3
28	CCOC(=O)Nc1cc(=O)c2ccccc2o1
 : 0.8	6.5	3.5	-0.738	-14.1	19.2	0.9	17.3	-8.1
29	CCCCn1c(-c2ccoc2C)n[nH]c1=S
 : .	.	6.2	0.204	.	.	.	1.0	-17.9
30	O=C(CCC(=O)c1ccccc1)Nc1cccnc1
 : 0.5	43.1	13.8	-1.04	-1.1	46.1	0.6	5.2	4.8

Part of the list above in order of heavy-atom count, lowest first.
Value order – CYP2C9 activ	CYP2C19 inh	Candida biofilm	hDAT+cocaine	TNFa cytotox	CYP2C9 inh	CYP2C19 activ	VCAM1 TNFa inh	IL1B cytotox
18	CC1=C(C#N)C(=O)N(C)C(C)(C)C1
 : 0.9	-2.7	7.1	-1.44	4.8	11.8	1	1.3	1.1
29	CCCCn1c(-c2ccoc2C)n[nH]c1=S
 : .	.	6.2	0.204	.	.	.	1.0	-17.9
19	O=S(=O)(NCc1cn2ccsc2n1)c1cccs1
 : 0.8	24.8	4.0	-0.592	1.3	22.7	0.8	-22.9	5.0
30	O=C(CCC(=O)c1ccccc1)Nc1cccnc1
 : 0.5	43.1	13.8	-1.04	-1.1	46.1	0.6	5.2	4.8
22	N#CCSc1nc2ccccc2c(=O)n1-c1ccccc1
 : 0.7	13.3	4.6	0.376	-11.8	30.4	0.9	0.1	-2.5
17	C=CCn1c(Sc2nncn2C)nc2c1c(=O)[nH]c(=O)n2C
 : .	.	5.9	0.158	-16.6	.	.	-6.3	0.4
27	CCC(=O)c1ccc(OCC(O)CN2CC(C)OC(C)C2)cc1 (stereo unspecified)
 : 0.8	39.4	3.1	-0.332	-14.2	18.3	0.6	-0.8	0.3
25	CCOC(=O)c1cccc(NC(=O)C2CCCN(S(=O)(=O)c3cnc[nH]3)C2)c1 (stereo unspecified)
 : 0	58.5*	5.0	0.152	-14.4	95.6*	0.4	19.6	0.3
24	O=C(C1c2ccccc2Oc2ccccc21)N1CCN(c2ccc(Cl)cc2)CC1
 : 0.2	94.0*	-1.5	.	.	84.7*	0.1	-18.1	-10.1

(further entries)
Value order – CYP2C9 activ	CYP2C19 inh	Candida biofilm	hDAT+cocaine	TNFa cytotox	CYP2C9 inh	CYP2C19 activ	VCAM1 TNFa inh	IL1B cytotox
31	Cc1cc(=O)n2[nH]c(N3C(=O)CCC3=O)nc2n1
 : 1.1	-13.5	7.6	-0.13	-12.8	-12.9	1.1	-6.3	-89.2
32	O=C(NC(NC(=S)Nc1ccccc1C(=O)O)C(Cl)(Cl)Cl)c1cccc([N+](=O)[O-])c1 (stereo unspecified)
 : 0.3	-4.6	.	-7.35*	43.1	70.6*	1	-3.9	-57.3
33	Cc1cc(Nc2ccc(Cl)cc2)nc(N)n1
 : 1	21.9	.	-0.844	-30.8	1.2	0.8	8.0	-7.8
34	CCOC(=O)N1CCN(C(=O)C2CCCN(S(=O)(=O)c3cc(C)ccc3OC)C2)CC1 (stereo unspecified)
 : 0.9	17.4	7.5	-0.0636	-6.5	14.3	0.8	9.9	-30.6
35	CCc1ccccc1S(=O)(=O)Cc1ccc(C(=O)N2CCN(c3ccccn3)CC2)o1
 : 1	38.7	1.6	1.03	-5.8	4.9	0.6	-2.9	33.3
36	Nc1nc(CN2CCN(c3ccccn3)CC2)nc(Nc2ccc(Cl)cc2)n1
 : 0.3	46.3	8.3	2.02	-21.6	68.5*	0.5	14.8	-19.4
37	CC(=O)c1c(C)n([O-])c2ccccc2[n+]1=O
 : 1	-0.9	1.9	1.23	-9.8	-1.1	1	4.6	-21.5
38	O=S(=O)(c1cccc(-c2nnc(SC(F)F)n2-c2ccccc2)c1)N1CCCCC1
 : 0.8	41.6	2.5	-7.23*	.	21.2	0.6	.	.
39	CC(Sc1n[nH]c(N)n1)C(=O)C12CC3CC(CC(C3)C1)C2 (stereo unspecified)
 : 0.8	28.6	8.9	-0.0618	-27.6	15.0	0.7	2.5	1.0
40	Cc1ccc(SC(C)C(=O)Nc2cccnc2)cc1 (stereo unspecified)
 : 0.9	39.1	-4.1	0.317	7.7	7.8	0.6	0.5	11.7
41	O=C(NCN1CCN(CCO)CC1)c1cnccn1
 : 0.9	-8.6	.	-0.58	-13.5	10.7	1.1	-6.8	8.6
42	COc1cc2c(C(=O)N3CCN(Cc4ccc5c(c4)OCO5)CC3)cn(C)c(=O)c2cc1OC
 : 1	11.3	.	.	-1.9	2.6	0.9	6.4	-13.2
43	Clc1ccc(CSc2snnc2-c2ccccc2)c(Cl)c1
 : 0.9	20.8	.	-1.31	-1.5	14.4	0.8	-7.4	-25.5
44	CCCc1nc(SCc2ccccn2)c2c(=O)n(C)c(=O)n(C)c2n1
 : 0.3	44.8	-0.6	0.427	-27.6	70.9*	0.6	17.5	-34.1
45	O=C(NCCc1ccccc1)C1c2ccccc2C(=O)N1C1CC1 (stereo unspecified)
 : 1	7.3	-2.4	1.26	-5.7	3.6	0.9	0.8	13.3
46	Clc1ccc(/C=N/Nc2nnc(-c3ncc[nH]3)c3ccccc23)cc1
 : 0.8	7.4	3.6	-0.23	-9.1	16.4	0.9	33.0	-3.0
47	C/C(=N/Oc1nc(C)cc(C)n1)c1ccc(Cl)cc1Cl
 : 0.9	6.2	5.4	-0.0087	-6.7	9.7	0.9	7.3	-19.6
48	CCC(CCC(=O)Nc1nncs1)C(=O)O (stereo unspecified)
 : 0.9	7.6	.	-0.91	-19.0	11.9	0.9	-2.2	-4.2
